NF-kB expr up: NF-kB expression increase, human neuronal cells; NF-kB reporter expression; hits give high values; fold change at 12.5 µM; 190,000 tested, 1.6% active; in the data active means fold change above about 3.3
PMI activator: activators of human phosphomannose isomerase; P34949; purified human PMI, coupled resazurin fluorescence, 20 min; hits give high values; 1 = vehicle control, 0 substrate-free wells; activation factor at 20 µM; 190,000 tested, 0.005% active;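 active means activation factor of 2 or more at 20 µM, relative to plate controls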
Target sequence (P34949 whole entry, looked up): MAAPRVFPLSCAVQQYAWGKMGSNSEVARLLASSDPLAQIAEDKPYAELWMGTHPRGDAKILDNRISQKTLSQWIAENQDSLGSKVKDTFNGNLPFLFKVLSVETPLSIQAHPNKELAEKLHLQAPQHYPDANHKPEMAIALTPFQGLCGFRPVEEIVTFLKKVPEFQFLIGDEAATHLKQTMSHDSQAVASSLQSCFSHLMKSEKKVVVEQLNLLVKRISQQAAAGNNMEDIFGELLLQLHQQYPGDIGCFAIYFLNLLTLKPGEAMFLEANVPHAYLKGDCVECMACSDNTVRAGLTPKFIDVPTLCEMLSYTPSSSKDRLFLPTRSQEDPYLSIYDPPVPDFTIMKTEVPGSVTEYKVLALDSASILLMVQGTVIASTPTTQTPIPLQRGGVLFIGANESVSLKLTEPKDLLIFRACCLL
bIAP activator: increases bovine intestinal alkaline phosphatase activity; purified bovine IAP, CDP-star luminescence, 30 min; hits give high values; fold of DMSO-control signal, blank-subtracted; 200,000 tested, 0.17% active; activation factor at 20 µM;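 active means activation factor of 2 or more at 20 µM, a signal rise over negative controls twice the positive control's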
FLuc inhib CS: Photinus pyralis luciferase inhibition counter-screen | 200,000 tested, 1.5% active | P08659 | ATPLite firefly luciferase biochemical luminescence, 10 min | inhibition, % at 10 µM;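 active means inhibition above about 50% when tested at 10 µM, limit read from the data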
Target sequence (P08659 whole entry, looked up): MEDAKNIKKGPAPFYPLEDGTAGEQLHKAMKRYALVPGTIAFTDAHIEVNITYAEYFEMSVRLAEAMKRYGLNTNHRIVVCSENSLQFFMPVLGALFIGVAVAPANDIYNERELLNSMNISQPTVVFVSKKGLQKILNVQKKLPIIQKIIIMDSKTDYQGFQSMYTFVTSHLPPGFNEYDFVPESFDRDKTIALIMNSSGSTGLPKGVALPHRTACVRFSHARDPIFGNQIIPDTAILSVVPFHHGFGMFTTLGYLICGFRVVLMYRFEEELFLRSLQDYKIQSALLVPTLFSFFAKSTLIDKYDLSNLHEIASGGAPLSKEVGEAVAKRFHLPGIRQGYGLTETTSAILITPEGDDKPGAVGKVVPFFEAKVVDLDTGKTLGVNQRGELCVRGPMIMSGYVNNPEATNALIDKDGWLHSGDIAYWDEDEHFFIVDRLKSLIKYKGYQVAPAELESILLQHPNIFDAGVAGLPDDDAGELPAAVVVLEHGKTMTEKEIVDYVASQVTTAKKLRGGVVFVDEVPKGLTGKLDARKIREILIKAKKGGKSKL
TNAP inh noacc: TNAP (human) inhibition, acceptor-free conditions; AID 1012; 200,000 tested, 0.26% active; inhibition, % at 20 µM; P05186; purified TNAP, CDP-star luminescence, 30 min;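 active means tissue-nonspecific alkaline phosphatase inhibition above about 50% at 20 µM in the single-dose screen, limit read from the data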;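 further: 0% = DMSO negative control and 100% = EDTA positive control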
TNAP act hi DEA: increases human TNAP activity under high phosphate acceptor concentration. P05186. 200,000 tested, under 10 active. activation factor at 20 µM. purified TNAP, CDP-star luminescence, 1 M DEA, 30 min; hits give high values; 0 = EDTA background, 1 = DMSO-only activity;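 active means activation factor at least 2 at 20 µM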
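Control set: EDTA negative control, DMSO positive control / Assay system: human TNAP / Quantity: TNAP 1/800 final / Evaluation: TNAP activation factor scaled between EDTA and DMSO control wells / Measured by: luminescent substrate turnover signal / Compound dosing: one dose, 20 µM / Times: 30 min enzyme reaction at room temperature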
FLuc act counter: affects firefly luciferase, flagging false hits in luciferase stimulation screens; P08659; ATPlite luciferase biochemical, luminescence, 10 min; 0 = ATP-free wells, 1 = DMSO control; activation factor at 10 µM; 200,000 tested, under 10 active; AID 1027;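 active means luciferase activation factor, scaled between plate controls, of at least 2 with compound at 10 µM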
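System: Luciferase/luciferin detection reagent, cell-free biochemical luciferase assay | Medium: PBS buffer for ATP | Dosing: Test compounds dosed from 2 mM stocks in 100% DMSO | Timing: 10 min at ambient temperature | Signal: Luminescence measurement of luciferase light output | Evaluation: Luciferase activation, seen as luminescence increase over controls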
TNAP inh hi DEA: blocks human TNAP under high phosphate acceptor concentration | P05186 | purified TNAP, CDP-star luminescence, 1 M DEA | inhibition, % at 20 µM | 200,000 tested, 0.03% active;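 active means over 50% inhibition of tissue-nonspecific alkaline phosphatase at 20 µM in the single-dose screen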;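 further: plate controls were DMSO wells for no effect and EDTA-quenched wells as full inhibition for full effect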
APP 5'UTR act: APP 5'UTR luciferase reporter activation. SH-SY5Y APP 5'UTR luciferase reporter, luminescence; zero percent = DMSO vehicle wells. activation, % at 2 µM. 190,000 tested, 1% active. AID 1276;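 active means activation above a set limit, based on mean plus 3 SD of controls, cut at about 140% in these data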; further: values of inactives mirror those of a sister screen read the other way
PMI act satM6P: activators of human phosphomannose isomerase at near-saturating mannose 6-phosphate; activation factor at 20 µM; AID 1216; coupled PMI enzyme assay, resazurin fluorescence, 20 min; hits give high values; 1 = untreated enzyme, 0 = substrate-free blank; 190,000 tested, 0.34% active; P34949;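 active means activation factor of 2 or more at 20 µM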
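Test system: Human PMI in coupled enzyme assay | Input: 15 ng/mL PMI | Medium: HEPES-buffered pH 7.4 with magnesium and detergent | Compound: One concentration, 20 µM, in 1% DMSO | Incubation: Enzyme reaction with compound 20 min at room temperature | Detection: Diaphorase-driven resazurin-to-resorufin fluorescence, excitation 544, emission 590 nm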
The depositor's hits bear a star.

Fields – TNAP inh hi DEA, PMI act satM6P, APP 5'UTR act, TNAP inh noacc, FLuc inhib CS, PMI activator, NF-kB expr up, TNAP act hi DEA, FLuc act counter, bIAP activator
#1 CCC(C)C(NC(=O)C(C)NC(=O)CNC(=O)CNC(=O)OCc1ccccc1)C(=O)OC (stereo not given)
    1, 1.1, 7, 0, -6, 1.1, 1.2, 1, 1.1, 1.5
#2 COc1ccc(-n2c(=O)c3c(C)c(C)sc3n(Cc3cccc(F)c3)c2=O)c(OC)c1
    0, 1, 49, 3, -2, 1, 0.81, 1, 1, 1
#3 O=C(N/N=C1\CC(c2ccccc2)Oc2ccccc21)c1ccccn1 (stereo not given)
    -5, 1, 12, -18, -7, 1, 1, 1.1, 1.1, 1.1
#4 CN(c1ccc(OCC(=O)Nc2nc(-c3ccccc3)cs2)cc1)S(=O)(=O)c1ccc(F)cc1
    -2, 0.9, 10, -9, -5, 0.9, 0.68, 1, 1, 1
#5 CC(=O)n1nc(-c2cccnc2)nc1NCc1cccs1
    -6, 1.1, 13, 57*, -11, 1.1, 1.1, 1.1, 1.1, 1
#6 COc1cccc(-c2[nH]nc3c2C(c2ccoc2)C(C#N)=C(N)O3)c1 (stereo not given)
    10, 0.8, 1, -2, -1, 0.8, 0.89, 0.9, 1, 1
#7 CN(C)CCNC(=O)c1ccccc1
    -6, 1.2, -12, 4, -12, 1.1, 0.88, 1.1, 1.1, 0.9
#8 CCOc1cccc(C(=O)NC(=S)Nc2cccnc2)c1
    2, 0.9, 9, 16, 15, 0.8, 1.1, 1, 0.8, 0.9
#9 Cn1c(=O)n(Cc2ccccc2)c2ccccc21
    -4, 1, 9, 1, -7, 1, 0.93, 1, 1.1, 0.9
#10 CCCCN(C)Cc1c(C(=O)N2CCc3ccccc3C2)nc2ccc(Cl)cn12
    -4, 1, -3, -8, -7, 1, 0.83, 1, 1.1, 1
#11 Cc1ccc(S(=O)(=O)N2CCCC2)cc1[N+](=O)[O-]
    -3, 1, 13, -4, -5, 1, 0.97, 1, 1.1, 0.6
#12 CCCCN(CC)CCNS(=O)(=O)c1ccc2c(c1)oc(=O)n2C
    -4, 1, -1, -12, -8, 1, 0.95, 1, 1.1, 0.9
#13 NS(=O)(=O)c1cc(C(=O)N2CCc3ccccc32)c(Cl)cc1Cl
    1, 1, -7, -5, -5, 0.9, 1.2, 1, 1.1, 1
#14 COc1ccc(N=C2S/C(=C\c3ccc(OCC(=O)O)cc3)C(=O)N2CCc2c[nH]c3ccccc23)cc1
    1, 1.1, 1, 5, 3, 1.1, 1.1, 1, 1, 1
#15 COc1ccc([N+](=O)[O-])cc1NS(=O)(=O)c1ccc(Cl)c(C(=O)Nc2sc3c(c2C#N)CCCCC3)c1
    2, 0.8, -9, -2, -4, 0.8, 1.1, 1, 1, 1.1
#16 CCN(CC)S(=O)(=O)N1CCC(C(=O)NC2CCCC2)CC1
    -5, 1, 2, -14, -6, 1, 1, 1, 1.1, 1
#17 O=C(c1cccc(S(=O)(=O)N2CCCC2)c1)c1cccc(S(=O)(=O)N2CCCC2)c1
    -8, 1, -1, -7, -6, 1, 0.54, 1.1, 1.1, 0.8
#18 O=C(c1cn(CC(=O)N2CCCCC2)c2ccccc12)C1CC1
    -8, 1, 1, -18, -7, 1, 1, 1.1, 1.1, 1
#19 Cn1c(CC(=O)Nc2ccc(Cl)c(Cl)c2)nnc1SCC(=O)N1CCN(c2ccccc2)CC1
    -1, 1, 2, -6, -7, 1, 1.2, 1, 1.1, 1
#20 CC1C(=O)Nc2ccccc2N1C(=O)C1CC1 (stereo not given)
    -2, 1.1, 19, 5, -8, 1.2, 1.2, 1, 1.1, 0.9

4 entries from above, screen by screen.
#12 CCCCN(CC)CCNS(=O)(=O)c1ccc2c(c1)oc(=O)n2C
#3 O=C(N/N=C1\CC(c2ccccc2)Oc2ccccc21)c1ccccn1 (stereo not given)
#1 CCC(C)C(NC(=O)C(C)NC(=O)CNC(=O)CNC(=O)OCc1ccccc1)C(=O)OC (stereo not given)
#19 Cn1c(CC(=O)Nc2ccc(Cl)c(Cl)c2)nnc1SCC(=O)N1CCN(c2ccccc2)CC1
assay / compound,12,3,1,19
TNAP inh hi DEA,-4,-5,1,-1
PMI act satM6P,1,1,1.1,1
APP 5'UTR act,-1,12,7,2
TNAP inh noacc,-12,-18,0,-6
FLuc inhib CS,-8,-7,-6,-7
PMI activator,1,1,1.1,1
NF-kB expr up,0.95,1,1.2,1.2
TNAP act hi DEA,1,1.1,1,1
FLuc act counter,1.1,1.1,1.1,1.1
bIAP activator,0.9,1.1,1.5,1

The results go on:
Fields – TNAP inh hi DEA, PMI act satM6P, APP 5'UTR act, TNAP inh noacc, FLuc inhib CS, PMI activator, NF-kB expr up, TNAP act hi DEA, FLuc act counter, bIAP activator
#21 O=C1CC(N2CCOCC2)C(=O)N1c1cccc(Cl)c1 (stereo not given)
    -2, 1, 1, -9, -2, 1, 1.2, 1, 1, 1
#22 CC(Sc1nnnn1C)C(=O)NC(=O)NC1CCCCC1 (stereo not given)
    -6, 0.9, 31, -12, -6, 1, 1.1, 1.1, 1.1, 1
#23 O=C1CCCCCN1C(=O)c1ccc(C(=O)N2CCCCCC2=O)cc1
    -4, 1, 22, -10, -7, 1, 1.1, 1, 1.1, 1
#24 COc1cc(S(=O)(=O)NCc2ccc3c(c2)OCO3)ccc1Cl
    -5, 1, 0, -20, -8, 1, 1.1, 1.1, 1.1, 0.6
#25 Cc1cc(=O)oc2ccc(OCC(=O)O)cc12
    -2, 1, 6, 1, -8, 1.1, 1.2, 1, 1.1, 1
#26 COC(=O)c1ccc(NC(=S)NC2CCCCC2)cc1
    -2, 0.9, 17, -6, -2, 0.8, 1.5, 1, 1, 0.8
#27 CCOC(=O)c1cc(-c2ccccc2)sc1NC(=O)C(C)N1C(=O)c2ccccc2C1=O (stereo not given)
    -2, 0.9, -10, -7, 0, 0.9, 0.94, 1, 1, 0.8
#28 CCOC(=O)c1nn(-c2ccc(Cl)cc2)c2nnc(Cc3ccc(C)cc3)c(=O)n12
    -5, 1.2, 0, -4, -6, 1.1, 1.1, 1, 1.1, 1
#29 O=C(CSc1ccc(Br)cc1)NCC1CCCO1 (stereo not given)
    -5, 1, 16, 9, -6, 1.1, 1.2, 1, 1.1, 1.1
#30 CC(=O)c1cc(C#N)c(NCCCN(C)C)nc1C
    1, 1, -8, -6, 2, 1, 1.2, 1, 1, 1.3
#31 CCCCOC(=O)CCc1nc2ccccc2[nH]c1=O
    -1, 1, -13, 4, -4, 1.1, 1, 1, 1, 0.9
#32 CCOc1ccc(CN2CCCN(C)CC2)cc1
    -5, 1, -2, -18, -6, 1, 1.3, 1, 1.1, 1
#33 O=C1CCCN1CN(C(=O)c1ccc2c(c1)OCO2)c1ccc(F)cc1
    -4, 1.1, -5, -8, -2, 1.1, 1.1, 1, 1, 1
#34 CC[C@H](C)C(C(=O)N1CCN(C(=O)OC(C)(C)C)CC1)n1cc(C(Cc2ccc(O)cc2)NC(=O)OC(C)(C)C)nn1 (stereo not given in full)
    -7, 0.9, 15, -7, -6, 1, 0.47, 1.1, 1.1, 1.1
#35 COc1ccc(-c2cc(N)n(S(=O)(=O)c3ccc(F)cc3)n2)cc1OC
    -8, 0.9, -3, -20, -1, 0.9, 0.64, 1.1, 1, 1
#36 COc1cccc(/C=N/NC(=O)C(=O)N2CCCC2)c1OC
    -1, 0.9, 4, -6, -2, 1, 1.3, 1, 1, 0.9
#37 O=c1cc(-c2ccccc2)nc2n1Cc1ccccc1-2
    -2, 0.9, -4, -6, -2, 0.9, 0.74, 1, 1, 1
#38 CCOC(=O)c1nc(C)n(-c2ccc(Cl)cc2)n1
    -4, 1, -6, -7, -5, 1, 1.2, 1, 1.1, 0.9
#39 COc1ccc(C2C(C#N)=C(N)OC3=C2C(=O)CC(C)(C)C3)cc1Cn1cc([N+](=O)[O-])cn1 (stereo not given)
    -6, 0.9, 4, -10, -4, 0.9, 0.85, 1.1, 1, 0.8
#40 CCS(=O)(=O)Nc1cc(C(=O)OC)ccc1C(=O)OC
    -6, 1.3, -10, -10, -9, 1.1, 1.2, 1.1, 1.1, 0.9
#41 CCCCNC(=O)c1ccc(N2CCOCC2)c(NS(=O)(=O)c2ccc(OC)cc2)c1
    -4, 1.1, -22, 2, 2, 1.1, 1, 1, 1, 0.9
#42 FC(F)(F)c1cnc(-c2cnc(-c3cccnc3)nc2)c(Cl)c1
    -7, 1.1, 110, -10, 8, 1.2, 0.79, 1.1, 0.9, 1.1
#43 CCOP(=O)(c1ccccc1)C(O)c1ccccc1 (stereo not given)
    -4, 1, -14, -26, -5, 1, 1.1, 1, 1, 0.7
#44 C=CCOc1ccc(CN(C)CC(=O)Nc2ccc3c(c2)CCC3)cc1
    -4, 1, -20, -9, -8, 0.9, 1, 1, 1.1, 1
#45 O=C(NCc1ccccn1)c1ccc2ccccc2n1
    -3, 0.8, 2, -10, -8, 0.8, 1.7, 1, 1.1, 1.1
#46 Cc1c(C(=O)NCCCN2CCOCC2)sc2nc(-c3ccccc3)cn12
    -1, 1.1, 44, -10, -5, 1.1, 0.8, 1, 1.1, 0.9
#47 Cc1cn(-c2ccccc2)c(C)c1/C=N\Nc1nc(N2CCOCC2)nc(N2CCOCC2)n1
    -2, 1, -7, -4, 7, 1, 0.7, 1, 0.9, 1.3
#48 N#Cc1cccc(N=Cc2c(O)ccc3ccccc23)c1
    4, 0.4, -5, 3, 1, 0.6, 0.96, 1, 1, 1
#49 Cc1cccc(C(=O)Nc2nnc(SCC(=O)Nc3ccc4c(c3)oc3ccccc34)s2)c1
    -6, 0.9, 14, -19, -3, 0.9, 1, 1.1, 1, 0.5
#50 Cc1ccc(O)c(C(=O)CC(=O)c2ccccc2Cl)c1
    -5, 1, 29, -1, -5, 0.9, 1.3, 1.1, 1, 0.8
#51 Cc1ccc(S(=O)(=O)NCC(=O)N(CC(=O)NCc2ccccc2)CC2CCCO2)cc1 (stereo not given)
    0, 1, 6, -11, -7, 1, 1.1, 1, 1.1, 0.9
#52 COc1cc(C(=O)c2nccc3cc(OC)c(OC)cc23)c([N+](=O)[O-])cc1OC
    -4, 0.9, -10, -11, -6, 1.2, 0.96, 1, 1.1, 1
#53 CCNc1nc(NC(C)C)nc(SCCOC(=O)c2ccccc2)n1
    -2, 1.1, -3, -5, -8, 1.1, 0.93, 1, 1.1, 0.9

Screening results (PubChem BioAssay)
